IMPase Li inh: membrane-permeable IMPase blocker, potentiated with lithium; Potency, µM (doses to about 59.4 µM), without a hit: at the highest dose activity, negative = IMPase inhibition, most hits filed as inhibitors; CHO-M1 cells, IP1 TR-FRET (IP-One), carbachol + lithium; 210,000 compounds, 0.35% hits;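 note: IP1 builds up when IMPase is blocked and the TR-FRET signal falls; plate controls were basal vehicle for no effect and high inhibitor control for full effect; nearly all actives have a fitted effect of over 50% in size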
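Concentration–response in CHO-M1 cells, lithium-potentiated; 30 min at 37C. IP1 detected by competitive TR-FRET after 10 min lysis at RT. Hill-fitted AC50.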
RGS12 GoLoco inh: blocks human Gai1 binding to RGS12 GoLoco peptide, red readout; 230,000 compounds, 0.44% hits; Potency, µM (series often up to 61.6 µM), for inactives: at the top dose activity, negative = inhibition, most hits filed as inhibitors; P63096; Gai1:RGS12 GoLoco peptide FP, rhodamine, 10 min; active = well fitted inhibition curve with a large enough effect, not every such curve was filed as active; inactive = no such curve, though single readings can be large or run the other way; note: % is set by controls: 0 for no effect and ±100 for the full control effect; nearly all actives have a fitted effect of over 30% in size; many of its hits are not listed in these tables
Target sequence (P63096 whole entry, looked up): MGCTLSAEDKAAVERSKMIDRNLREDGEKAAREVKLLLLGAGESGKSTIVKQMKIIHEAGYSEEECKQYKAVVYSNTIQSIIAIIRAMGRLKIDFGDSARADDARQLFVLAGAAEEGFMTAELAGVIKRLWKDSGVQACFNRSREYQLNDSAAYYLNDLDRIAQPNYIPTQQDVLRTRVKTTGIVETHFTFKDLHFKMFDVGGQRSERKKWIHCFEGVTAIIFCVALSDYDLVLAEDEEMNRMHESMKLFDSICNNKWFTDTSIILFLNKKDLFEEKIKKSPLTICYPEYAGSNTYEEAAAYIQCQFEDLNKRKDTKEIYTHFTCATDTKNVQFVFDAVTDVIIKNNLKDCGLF
GAA glycogen: GAA glycogen-cleavage inhibition or activation. P10253. recombinant GAA, glycogen substrate, Amplex Red glucose oxidase fluorescence. Potency, µM (highest dose often 76.4 µM), inactives show at the top dose activity change, negative = inhibition, actives largely listed as inhibitors. 300,000 compounds, 0.38% hits;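 note: 0% = full enzyme reaction and -100% = no-enzyme basal signal; the screen sought inhibitors and activators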
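qHTS, 1536-well; enzyme 4 nM final; cpd up to 77 uM; substrate bovine liver glycogen 30 ug; 50 mM citrate/phosphate pH 5.0, 0.01% Tween-20; 37 C, 40 min; Amplex Red detection 45 min RT; Hill fit → AC50.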
GAA inh: alpha-glucosidase (human) inhibition; purified human GAA, 4-MU-alpha-glucoside fluorescence; P10253; 200,000 compounds, 0.005% hits; Potency, µM (top dose mostly 76.9 µM), without a hit: at the top dose activity change, negative = inhibition, actives largely listed as inhibitors;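 note: plate controls were uninhibited enzyme wells for no effect and no-enzyme background for full effect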
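Read-out is 4-methylumbelliferone fluorescence (Ex 365/Em 440 nm) after NaOH/glycine stop at pH 10. Enzyme 4 nM, substrate 400 uM, pH 5.0 citrate buffer, 20 min room temperature; AC50 from Hill-equation concentration-response.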
aGlu spleen mod: lysosomal alpha-glucosidase (human) modulation; P10253; human spleen homogenate, 4-MU-alpha-glucoside fluorescence; Potency, µM (highest dose often 79.9 µM), for inactives: at the top dose activity change, negative = inhibition, actives largely listed as inhibitors; 240,000 compounds, 0.006% hits; AID 2112;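 note: 0% = enzyme with vehicle and -100% = no enzyme basal signal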
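Human spleen homogenate (1 ug) incubated with compounds and 1 mM 4-methylumbelliferyl-alpha-D-glucopyranoside in pH 5.0 citrate/phosphate buffer, 37 C, 40 min. Stopped at pH 10; 4-MU fluorescence (Ex 365/Em 440 nm); AC50 by Hill fit.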
HttQ103 aggreg: inhibitors of mutant huntingtin aggregate formation in PC12 cells. 220,000 compounds, 1.1% hits. Potency, µM (top dose mostly 46.1 µM), without a hit: at the top dose activity change, negative = inhibition, actives largely listed as inhibitors. PC12 HttQ103-GFP aggregates, Acumen cytometry, 40 h; note: % is set by controls: 0 for no effect and ±100 for the full control effect; nearly all actives have a fitted effect of over 60% in size
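Huntingtin Q103 exon 1–GFP aggregates in induced PC12 cells (100 nM tebufenozide) were quantified by cytometry from lysates, with compounds dosed in titration.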
HTT cytoprotect: protects HTT-Q103 PC12 cells, measured by ATP; 230,000 compounds, 0.14% hits; Potency, µM (series often up to 56.4 µM), inactives show cytoprotection (ATP increase), usual class: activators; AID 1471; PC12 HTT-Q103 induced, cytoprotection, ATP luminescence, 40 h;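 note: % of control where 0% means no effect; nearly all actives have a fitted effect of over 45% in size; toxic huntingtin expression switched on by the ecdysone agonist tebufenozide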
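Rat PC12, Q103 Htt exon1-GFP fusion, ecdysone promoter; tebufenozide inducer 100 nM final; compound titration; qHTS, 1500 cells/well; ATPlite luminescent read.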
An asterisk follows results filed as active; ? = inconclusive; · = not tested or not shown; [ ] = remark or other dose. Unless noted, calls come from the whole dose curve; as a rule, active = well fitted curve in the direction sought with a large enough effect; inconclusive = small, poorly fitted or top-dose-only effect, or another doubt; inactive = no such curve, though single readings can be large; an effect the other way counts as inactive or inconclusive. Potency is the fitted concentration of half-maximal effect. Some of the compounds tested (hit frequency here may not be typical).

SMILES | IMPase Li inh | RGS12 GoLoco inh | GAA glycogen | GAA inh | aGlu spleen mod | HttQ103 aggreg | HTT cytoprotect
CCCC[n+]1ccc(-c2nc3ccc([N+](=O)[O-])cc3[nH]2)cc1 | -9% | 2% | 0% | 1% | 3% | 9% | 13%[10 µM]
CN(C1CCCCC1)S(=O)(=O)c1ccc(C(=O)N2CCN(c3nc4ccccc4s3)CC2)cc1 | 7% | 3% | 13% | ? | -7% | -16% | 9%[10 µM]
Cn1nnnc1SCc1ccc([N+](=O)[O-])cc1 | -2% | 3% | -1% | 3% | -16% | 10% | 26%[10 µM]
O=C(COC(=O)CCC(=O)c1ccc(F)cc1)Nc1cccc(S(=O)(=O)N2CCOCC2)c1 | 5% | 0% | -4% | -4% | 0% | 5% | 27%
CCCCn1c(-c2c(Cl)c(C)nn2C)n[nH]c1=S | 0% | 4% | -15% | -3% | -6% | 11% | -31%
Cc1cccc(Oc2c([N+](=O)[O-])c(=O)n(C)c3ccccc23)c1 | 4% | -5% | 11% | ? | 0% | 19%[9.22 µM] | -2%[10 µM]
Clc1ccccc1C1=CC(c2ccco2)n2nnnc2N1 (centres undefined) | 5% | 0% | -10% | · | -3% | -2%[9.22 µM] | 22%[10 µM]
COc1nc(Nc2ccc3c(c2)OCO3)nc(OC)n1 | 6%[38.3 µM] | -23% | -9% | 1% | 12% | 7% | -11%
COc1cccc(CN(CC2CCCO2)S(=O)(=O)c2ccc(S(=O)(=O)N(C)C)cc2)c1 (centres undefined) | 36%[38.3 µM] | 0% | -2% | ? | 3% | 6% | -52%[inhibitor][10 µM]
CC(C)c1nc2sc3c(=O)[nH]cnc3c2c2c1CCCC2 | · | -6% | -9% | · | 0% | -2%[9.22 µM] | 19%[10 µM]
CSc1nc2ncc(C(=O)O)c(N)n2n1 | -14% | 2% | -5% | -3% | · | -19% | 18%
Cc1sc2ncnc(SCC(=O)N(C(C)C)C(C)C)c2c1C | 5% | 7% | -7% | 2% | -1% | -12%[9.22 µM] | -1%[10 µM]
CC(C)c1cccc(C(C)C)c1NC(=O)c1ccccc1 | 1% | -6% | 3% | 2% | 3% | 2% | ·
NC(=S)C1COc2ccccc2O1 (centres undefined) | · | 1% | 5% | · | 5% | 1%[9.22 µM] | 20%[10 µM]
CCOC(=O)/C(C#N)=C/c1c(N2CCN(Cc3ccc4c(c3)OCO4)CC2)nc2c(C)cccn2c1=O | · | 21% | 12% | -2% | -1% | -18%[9.22 µM] | -9%[10 µM]
CCOc1cc(/C=N/NC(N)=O)ccc1OCC(=O)Nc1ccc(C)c(C)c1 | 10% | 6% | -5% | 0% | -2% | -20%[9.22 µM] | -10%[10 µM]
O=C(NCc1cccc(F)c1)C1CCN(C(=O)c2sccc2-n2cccc2)CC1 | 5% | 4% | 7% | 7% | 1% | -9% | -13%
CC(C)(CC(=O)O)CC(=O)NCc1c(Cl)cccc1Sc1ccc(Cl)cc1 | · | 3% | 3% | ? | 7% | 4%[9.22 µM] | -11%[10 µM]
O=C(c1ccco1)c1cn(CC(=O)N2CCCC2)c2ccccc12 | 1% | -3% | 0% | 1% | -11% | -9% | -14%
O=C(CSc1nnnn1Cc1ccccc1)c1ccccc1F | -7% | 13% | 16% | ? | -1% | -18%[9.22 µM] | -6%[10 µM]

A second format for some results above:
Screens in order – IMPase Li inh	RGS12 GoLoco inh	GAA glycogen	GAA inh	aGlu spleen mod	HttQ103 aggreg	HTT cytoprotect
O=C(COC(=O)CCC(=O)c1ccc(F)cc1)Nc1cccc(S(=O)(=O)N2CCOCC2)c1
    5%	0%	-4%	-4%	0%	5%	27%
CCCCn1c(-c2c(Cl)c(C)nn2C)n[nH]c1=S
    0%	4%	-15%	-3%	-6%	11%	-31%

Following part.
SMILES | IMPase Li inh | RGS12 GoLoco inh | GAA glycogen | GAA inh | aGlu spleen mod | HttQ103 aggreg | HTT cytoprotect
Cc1ccc2nsnc2c1S(=O)(=O)N1CCN(Cc2ccc3c(c2)OCO3)CC1 | 18% | -4% | -2% | 1% | -4% | 2% | -8%[0.074 µM]
CC(C)c1ccc(/C=N/NC(=O)c2ccccc2Cl)cc1 | -1% | -1% | -3% | -6% | -2% | 11% | -142%[inhibitor]
CS(=O)(=O)Nc1ccccc1NS(C)(=O)=O | · | -1% | -1% | · | 4% | -4%[9.22 µM] | 20%[10 µM]
CCc1cc2c(=O)c(-c3cscn3)coc2cc1OC | -7%[38.3 µM] | 3% | 5% | -4% | -13% | -10% | -29%
O=C(CN(c1cccc(Cl)c1)S(=O)(=O)c1ccccc1)NN=C1CCCC1 | -3% | 2% | -12% | -3% | 6% | -2% | -2%
Cn1c(=O)c2c(nc(NCc3ccccc3)n2CC(=O)NCc2ccccc2)n(C)c1=O | 2%[38.3 µM] | -1% | 3% | -3% | -2% | 19% | 1%
CC(=O)N1N=C(c2ccc(Cl)cc2)CC1c1ccco1 (centres undefined) | · | -3% | -2% | · | 2% | 1%[9.22 µM] | 3%[10 µM]
CSCc1c(C(=O)Nc2ccc(N3CCOCC3)cc2)oc2ccccc12 | 23%[38.3 µM] | 14% | 10% | -3% | 1% | -16% | 0%
COc1ccc2[nH]c(C)c(C(=O)CN(C)CC3OCCO3)c2c1 | · | 11% | 16% | · | 6% | -18%[9.22 µM] | 13%[10 µM]
COCCn1c(-c2ccccc2)nc2ccccc21 | -11% | -7% | -2% | -1% | -3% | 19% | ·
Cc1ccc(NC(=O)C(=O)NCC2OCCc3ccccc32)cc1 (centres undefined) | 3% | -6% | 3% | -10% | 5% | 10%[9.22 µM] | 14%[10 µM]
COc1ccc2c(c1)OC(=O)CC2c1ccc2c(c1)OCO2 (centres undefined) | 3% | -2%[88.7 µM] | · | · | 4%[119 µM] | · | -3%
Cc1cc(C)c(-c2csc(NC(=O)COC(=O)c3ccc4c(c3)OCO4)n2)c(C)c1 | 5% | 0% | 0% | 3% | 5% | -11% | 19%[10 µM]
CC1=NC(=O)C(N=Nc2ccccc2C(=O)O)N1c1ccccc1 (centres undefined) | -10% | 15% | -16% | 13% | -2% | 29%[9.22 µM] | 15%[10 µM]
COC(=O)c1ccc(CSc2nc(N)cc(N)n2)cc1 | 8%[38.3 µM] | -11% | 0% | -1% | 8% | 5% | -2%
CCSC1=C(C#N)C(c2cccc(OC)c2)CC(=O)N1 (centres undefined) | 41%[activator][38.3 µM] | 1% | -6% | 5% | 0% | -6% | 9%[1.9 µM]
COc1ccc(NC(=O)C2CCC(=O)N2S(=O)(=O)c2ccc(C)cc2)c(OC)c1 (centres undefined) | -13%[38.3 µM] | -1% | 8% | 3% | -20% | 2% | -24%
CCOC(=O)N1CCC(NC(=O)Cn2cc3c(n2)CCCC3)CC1 | 24%[38.3 µM] | 6% | 2% | -2% | 0% | -3% | -11%
N#CC(C#N)C(c1ccsc1)c1c(-c2ccccc2)[nH][nH]c1=O (centres undefined) | -9%[38.3 µM] | 7% | -12% | -5% | -18% | 11% | -26%
CSc1ncccc1C(=O)N1CCCC(CCC(=O)NCc2ccccc2F)C1 (centres undefined) | 0% | -7% | 0% | 7% | -6% | 15%[9.22 µM] | 5%[10 µM]
CCOc1cc(S(=O)(=O)NCc2ccccn2)c(C)cc1C | 16%[38.3 µM] | -1% | 3% | -1% | 6% | 19%[9.22 µM] | 16%
Cn1c(CN2CCCC2)nc2cc(NC(=O)C3CCCCC3)ccc21 | -27%[38.3 µM] | 0% | -8% | 1% | -17% | 3% | ?
CC1(C)Cc2nc(Cl)c(C#N)cc2CO1 | 1% | 6% | -5% | -13% | -5% | · | ·
O=C(COc1nsnc1N1CCOCC1)N1CCOCC1 | 3%[38.3 µM] | -1% | 0% | -3% | -2% | ? | -72%[inhibitor][10 µM]
CCOc1ccc(-c2nc(-c3ccc(OC)c(OC)c3)no2)cc1OCC | 11%[38.3 µM] | 13% | 0% | 0% | -9% | -8% | -10%
O=C(NCCCCO)C(F)(F)C(F)(F)C(F)(F)C(=O)NCCCCO | 9%[38.3 µM] | 9% | 5% | 10% | 3% | 4% | -33%[10 µM]
Cc1cccc(Nc2nc3c(S(=O)(=O)c4ccccc4)nnn3c3ccccc23)c1C | ? | 6% | 4% | 13% | -4% | -7% | ·
CN(CC(=O)Nc1ccc(N2CCOCC2)cc1)CC(=O)Nc1ccccc1C#N | -4% | -5% | 15% | 1% | -8% | 19% | 38%[10 µM]
COC(=O)c1ccc(COc2ccc(C=O)cc2OC)o1 | 6% | 13% | 13% | -7% | 4% | 6%[9.22 µM] | 20%[10 µM]
CCN(CC)c1ccc(NC(=O)CSc2nc3ccccc3c(=O)[nH]2)cc1 | 19%[38.3 µM] | 0% | -28% | -9% | -12% | -19% | -7%
Brc1ccc(Cn2c(-c3cncs3)nc3ccccc32)cc1 | 11% | 15% | 3% | -24% | -7% | -4% | -5%[10 µM]
CCc1cc2c3c(c1)C(C)CC(C)(C)N3C(=O)/C2=C1\SC(=O)NC1=O (centres undefined) | · | 5% | -5% | · | -7% | 3%[9.22 µM] | 19%[10 µM]
COC(=O)C(=O)/C=C(\O)c1ccc(C)cc1 | · | · | 6% | -1% | -11% | -12% | -37%
CCOc1ccc(N2CC(C(=O)Nc3ccc(N4CCOCC4)cc3)CC2=O)cc1 (centres undefined) | 1% | -10% | -9% | 3% | -6% | 13% | 10%[1.9 µM]
O=C(CCN1CCN(c2ccc(F)cc2)CC1)Nc1ccc(F)cc1 | -6%[38.3 µM] | -3% | -6% | ? | 0% | 19% | -7%
Cc1cc(C(N)=O)nn1-c1c(Cl)cc(Cl)cc1Cl | · | 13% | 0% | -3%[15.4 µM] | 1% | 19%[9.22 µM] | 8%[10 µM]
COCCN1C(=O)C(O)=C(C(C)=O)C1c1ccc(F)cc1 (centres undefined) | ? | -20% | 6% | -5% | -2% | -6% | -3%
Cc1cc(C)cc(-c2cc3c(c(-c4c(O)c(-c5cc(C)cc(C)c5)cc5c4CCCC5)c2O)CCCC3)c1 | 4% | 5% | · | · | -11% | · | ?
O=C(c1cccc(F)c1)N1CCC2(CCCN(c3ccncc3)C2)CC1 | 35%[activator] | -3% | · | · | -4% | · | 23%
CCCNC(=O)c1onc(CSc2cccc(OC)c2)c1C(=O)NCCC | · | 4% | 3% | · | 2% | -19%[9.22 µM] | 16%[10 µM]
COc1ccc(NC(=O)COn2nnc3ccc(Cl)cc32)cc1OC | -3%[38.3 µM] | -1% | -1% | -4% | -11% | 5% | -8%
O=C(CCc1ccccc1)NNC(=O)Nc1ccccc1 | 0% | 6% | 2% | 15% | 0% | · | ·

Source: PubChem BioAssay (National Center for Advancing Translational Sciences (NCATS))
